LAP4 TOR yeast – modulators of TOR pathway LAP4-GFP in S. cerevisiae; S. cerevisiae LAP4-GFP multiplex, flow cytometry GFP, 3 h; median GFP as percent of DMSO wells; AID 2023; GFP response vs DMSO, % at 10 µM; 320,000 tested, 0.34% active;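 active = GFP response vs DMSO above a set limit, about the screen mean plus 3 SD, cut at about 150% in these data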
procasp3 activ – activates human procaspase-3 | P42574 | recombinant procaspase-3 D3A, Ac-DEVD-pNA absorbance 405 nm | activation, % at 8.5 µM | 330,000 tested, 0.11% active | AID 463141;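 active = activation above the mean of all tested compounds plus 3 SD, cut at about 21% in these data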;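 note: 0% = DMSO alone and 100% = DMSO wells spiked with extra 5 µM PC-3 D3A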
Target sequence (P42574 whole entry D9A/D28A/D175A): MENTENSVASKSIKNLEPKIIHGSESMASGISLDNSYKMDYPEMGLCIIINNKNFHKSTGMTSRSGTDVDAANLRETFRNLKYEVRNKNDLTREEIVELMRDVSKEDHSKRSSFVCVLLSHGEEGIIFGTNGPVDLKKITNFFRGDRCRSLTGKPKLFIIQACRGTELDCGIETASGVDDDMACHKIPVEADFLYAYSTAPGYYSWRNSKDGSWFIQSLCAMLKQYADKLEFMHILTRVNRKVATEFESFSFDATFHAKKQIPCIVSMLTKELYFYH
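Technique: 405 nm absorbance of p-nitroaniline, reads at 0 and 120 min; Test system: Procaspase-3 D3A mutant; Incubation: 1 h enzyme-compound preincubation, then 2 h substrate reaction, 25 °C; Repeats: singlicate, each compound tested once; Benchmarks: low control DMSO wells, high control DMSO plus 5 µM PC-3 D3A.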
CR mimetic SO – yeast age-related superoxide inhibition as caloric restriction mimetic; S. cerevisiae aged cells, superoxide DHE fluorescence; stronger effect = lower value; superoxide response (% of plate mean), % at 10 µM; 330,000 tested, 0.18% active; AID 2690;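 active = superoxide response under a set limit, about three screen SD below normal, cut at about 65% in these data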;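 note: yeast aged for seven days with compound at 30 °C before DHE staining; 100% = average MFI of all compound-treated wells on the plate with controls excluded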
JMJD2C inh – human JMJD2C demethylase inhibition | Q9H3R0 | GST-JMJD2C(1-420) H3K9me3 demethylation, DELFIA europium | inhibition, % at 2.35 µM | 330,000 tested, 0.069% active | AID 2099;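 active = more than half of a compound's replicate wells show inhibition beyond 50%, single wells judged on their own value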;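 note: signal counts dimethyl H3K9 product captured on neutravidin plate; 0% = median of DMSO wells and 100% = 0.3 times that DMSO median; strong numbers were not always called active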
Target sequence (Q9H3R0 1-420 limits assumed): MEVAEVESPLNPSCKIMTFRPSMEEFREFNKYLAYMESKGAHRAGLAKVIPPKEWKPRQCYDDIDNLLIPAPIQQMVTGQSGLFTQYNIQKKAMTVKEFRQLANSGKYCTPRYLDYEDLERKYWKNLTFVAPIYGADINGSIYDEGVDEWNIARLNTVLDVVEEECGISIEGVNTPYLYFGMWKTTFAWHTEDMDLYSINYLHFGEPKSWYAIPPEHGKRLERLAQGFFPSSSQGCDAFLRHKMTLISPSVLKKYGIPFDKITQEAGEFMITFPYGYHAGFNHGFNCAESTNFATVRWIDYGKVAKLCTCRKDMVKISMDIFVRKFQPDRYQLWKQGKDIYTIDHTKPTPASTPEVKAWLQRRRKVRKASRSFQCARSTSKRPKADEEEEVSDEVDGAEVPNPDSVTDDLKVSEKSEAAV
MEP2-GFP yeast – modulators of TOR pathway MEP2-GFP in S. cerevisiae. AID 2016. S. cerevisiae MEP2-GFP strain, flow cytometry GFP, 3 h; 100% = DMSO control level. GFP response vs DMSO, % at 10 µM. 330,000 tested, 0.51% active;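 active = GFP response versus DMSO above a set limit, roughly screen mean plus 3 SD, cut at about 180% in these data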;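 note: median GFP fluorescence of the barcode-gated MEP2-GFP cells per well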
AHR act – activates the human aryl hydrocarbon receptor. P35869. AHR-responsive luciferase reporter cells, luminescence. activation, % at 5 µM. 320,000 tested, 2.5% active; in the data active = activation above about 47%;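 note: 0% = vehicle wells and 100% = reference agonist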
RPL19A-GFP yeast – alters RPL19A-GFP fluorescence in TOR pathway yeast screen; S. cerevisiae RPL19A-GFP strain, flow cytometry, 3 h; stronger effect = lower value; percent response vs DMSO, % at 10 µM; 330,000 tested, 0.3% active;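 active = percent response vs DMSO below 50%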;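 note: median channel GFP fluorescence of the barcoded RPL19A-GFP strain; ratio of sample median GFP to plate DMSO average so 100% = DMSO; lower means less RPL19A-GFP as with rapamycin TOR inhibition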
procasp7 counter – counter-screen: procaspase-7 (human) activation; P55210; recombinant procaspase-7, Ac-DEVD-pNA absorbance 405 nm; D23A/D198A/D206A triple mutant, cannot self-cleave; scale: DMSO 0, 5 µM enzyme 100; activation, % at 8.5 µM; 330,000 tested, 0.093% active; AID 463210;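 active = percent activation above the screen-wide mean plus 3 SD, cut at about 25% in these data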
Target sequence (P55210 whole entry D23A/D198A/D206A): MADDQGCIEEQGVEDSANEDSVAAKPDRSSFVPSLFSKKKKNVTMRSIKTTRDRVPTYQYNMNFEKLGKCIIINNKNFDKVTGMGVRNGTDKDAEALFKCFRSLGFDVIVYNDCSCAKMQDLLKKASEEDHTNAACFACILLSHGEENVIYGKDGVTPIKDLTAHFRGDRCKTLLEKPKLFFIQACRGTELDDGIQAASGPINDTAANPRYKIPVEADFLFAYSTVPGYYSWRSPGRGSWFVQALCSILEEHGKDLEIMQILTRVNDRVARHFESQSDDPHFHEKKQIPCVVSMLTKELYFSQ
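Assay system – Uncleavable procaspase-7 mutant enzyme · Quantity – 2 µM procaspase-7 mutant as dispensed · Times – 1 h preincubation, 2 h reaction · Dosing – single nominal 8.5 µM compound dose, 0.8% DMSO final · Buffer or medium – Zinc-free 50 mM HEPES buffer, pH 7.4, with NaCl and Triton X-100 · Detection – Epi-absorbance of released pNA at 405 nm, two timepoints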
An asterisk follows results filed as active; i = inactive; x = no result given; & = joins results of further samples; [ ] = remark or other dose. Compounds were not picked by outcome. Share with any hit: about 3.8%.

structure	LAP4 TOR yeast	procasp3 activ	CR mimetic SO	JMJD2C inh	MEP2-GFP yeast	AHR act	RPL19A-GFP yeast	procasp7 counter
COc1ccccc1C(CNC(=S)NCc1ccccc1)N1CCCC1 (centres undefined)	102	-7	101	12	104	0	95	-2
Cc1ccc(S(=O)(=O)NCC2CCC(C(=O)NCc3ccco3)CC2)cc1 (centres undefined)	105	11	90	4	104	1	103	-8
Cc1ccc(S(=O)(=O)CCC(=O)OCC(=O)c2c(N)n(CC(C)C)c(=O)n(C)c2=O)cc1	107	-5	95	9	103	-1	103	11
CC1(C)CC2(CCO1)OC(=O)CC2C(=O)Nc1ccc(Br)cc1 (centres undefined)	111	6	113	2	93	2	98	5
Cc1nn(C)c(C(=O)NNC(=S)NC2CCCCC2)c1Br	104	5	93	-4	99	-3	91	-4
COc1cc(NC(=O)Nc2cccc(Cl)c2)c(OC)cc1NC(=O)CN1CCCCC1	95	0	98	3&0	96	13	100	9
Nc1cccc2c1C(=O)N(C(=O)c1ccco1)C2=O	112	3	109	26	109	1	94	-10
Cc1cccc2c(N=NC(=O)C(C)n3cnc4ccccc4c3=O)c(O)[nH]c12 (centres undefined)	102	5	98	4	103	6	102	3

Going on with the list.
structure	LAP4 TOR yeast	procasp3 activ	CR mimetic SO	JMJD2C inh	MEP2-GFP yeast	AHR act	RPL19A-GFP yeast	procasp7 counter
CCCc1c(C(=O)Nc2ccc(F)cc2C)cnn1-c1ccccc1	105	7	87	20	94	6	97	-5
CN(C)CCNC(=O)c1ccc(-c2nn(C)c(=O)c3ccccc23)cc1	102	1	84	4	100	-2	100	11
Cc1cc2ncc(Cl)nc2cc1C	85	1	86	2	101	0	100	0
O=C(O)C1CCCCC1C(=O)N1CCN(S(=O)(=O)c2ccc(F)cc2)CC1 (centres undefined)	99	7	100	0	100	0	99	16
O=C1C2C3C=CC(C3)C2C(=O)N1c1n[nH]c(CCc2ccccc2)n1 (centres undefined)	102	-4	109	0	99	-1	99	10
COc1ccc(C(=O)O/N=C(\N)c2ccccn2)cc1[N+](=O)[O-]	93	-3	96	7	102	-2	104	3
CC1=NN(S(=O)(=O)c2ccc(C)cc2)C(=O)c2ccccc2O1	101	3	101	1	100	1	95	6
COCCn1c(C)nnc1SCC(=O)NNC(=O)c1ccc(Cl)cc1	103	2	104	-3	98	0	95	-10

(continued)
structure	LAP4 TOR yeast	procasp3 activ	CR mimetic SO	JMJD2C inh	MEP2-GFP yeast	AHR act	RPL19A-GFP yeast	procasp7 counter
COc1cccc(/C=C/C(=O)OCC(=O)NCc2ccc3c(c2)OCO3)c1	88	4	96	-4	92	1	92	8
COc1ccccc1NC(=S)N(CCc1c(C)[nH]c2ccccc12)Cc1cccs1	127	-1	113	-5	102	33	101	-3
CC1(C)CC[C@]2(C(=O)O)CC[C@]3(C)C(=CC[C@@H]4[C@@]5(C)CC[C@H](O[C@@H]6O[C@H](C(=O)O)[C@@H](O)[C@H](O[C@@H]7OC[C@H](O)[C@H](O)[C@H]7O)[C@H]6O)C(C)(C)[C@@H]5CC[C@]43C)[C@@H]2C1	88	4	88	1	96	-1	96	8
CCOC(=O)CSC1=C(C#N)C(c2ccc(Cl)cc2)C(C(=O)OC)C(=O)N1 (centres undefined)	108	-11	90	-2	107	-3	100	7
Cc1csc(SCC(=O)NC(=O)NC2CCCC2)n1	108	-4	97	0	107	0	101	-7
O=C(c1cc(C(=O)N2CCCC2)cc([N+](=O)[O-])c1)N1CCCC1	96	-8	105	1	100	-1	100	1
O=C(c1ccc(F)cc1)N1CCC(O)(c2cccnc2)CC1	94	1	96	1	102	2	100	-11
Cn1c(SCC(=O)Nc2ccc(NC(=O)c3ccccc3)cc2)nnc1-c1ccncc1	87	0	99	-2	95	1	92	0

More compounds follow:
structure	LAP4 TOR yeast	procasp3 activ	CR mimetic SO	JMJD2C inh	MEP2-GFP yeast	AHR act	RPL19A-GFP yeast	procasp7 counter
O=C1c2cccnc2C(Nc2ccc(S(=O)(=O)N3CCCCC3)cc2)N1Cc1ccccc1 (centres undefined)	106	-3	85	-8	103	-1	108	-4
CCCCOC(=O)Nc1ccc(C(=O)OC)cc1	108	-1	120	6	102	18	101	1
CCc1nc2ccccc2c(=O)n1/N=C/c1ccc(OC)cc1	105	-7	89	1	89	14	97	8
Cc1[nH]nc(NCCO)c1[N+](=O)[O-]	100	-5	95	-1	104	-2	104	11
CCCCCCC(=O)NNC(=O)c1c(O)c2ccccc2n(CC)c1=O	94	8	96	6	91	1	93	4
COC(=O)CN1C(=O)[C@H]2[C@@H](c3ccc(C)o3)N3C(=O)CN(Cc4ccccc4)C(=O)[C@@]3(C)[C@H]2C1=O	130	1	105	-4	97	-3	103	10
CCNS(=O)(=O)c1c(C)cc(C)c(N(C)S(=O)(=O)c2ccccc2)c1C	101	7	79	7	98	-2	102	9
CC(C)CCNCC(=O)NC(c1ccccc1)c1ccccc1	98	4	101	x	105	0	97	4

Complete entries as entered above:
`Cc1[nH]nc(NCCO)c1[N+](=O)[O-]` across the screens: LAP4 TOR yeast: 100; procasp3 activ: -5; CR mimetic SO: 95; JMJD2C inh: -1; MEP2-GFP yeast: 104; AHR act: -2; RPL19A-GFP yeast: 104; procasp7 counter: 11
`CCCCOC(=O)Nc1ccc(C(=O)OC)cc1` across the screens: LAP4 TOR yeast: 108; procasp3 activ: -1; CR mimetic SO: 120; JMJD2C inh: 6; MEP2-GFP yeast: 102; AHR act: 18; RPL19A-GFP yeast: 101; procasp7 counter: 1

Later entries
structure	LAP4 TOR yeast	procasp3 activ	CR mimetic SO	JMJD2C inh	MEP2-GFP yeast	AHR act	RPL19A-GFP yeast	procasp7 counter
CCc1cc(C=NC2CCCCC2)c(O)s1	106	-11	99	-22	106	2	108	-2
COc1ccc(C(=O)n2nc(C)cc2C)cc1OC	99	-6	97	9	108	2	95	8
CCCCC(=O)Nc1nnc(SCC(=O)NC2CC2)s1	94	-6	105	10	105	3	103	3
COc1ccc(CCN(C)C(=O)Cc2ccc(-c3ccccc3)cc2)cc1OC	77	-3	112	10	103	-2	99	-8
COc1cccc(CN2CC(C(=O)NCCn3cccn3)CCC2=O)c1 (centres undefined)	99	0	92	10	112	0	104	11
CCCC1=C(C(=O)OCC)C(c2ccncc2)n2ncnc2N1 (centres undefined)	80[may fluoresce violet]	-1	81	-6	194*[may fluoresce violet]	0	11*[may fluoresce violet]	4
CCOc1ccc(NC(=O)c2ccc(NC(=O)COC(=O)Cc3ccc(OC)cc3)cc2)cc1	92	-1	105	5	93	9	90	8
O=C(NCC1CCCCC1)c1cc(S(=O)(=O)N2CCCCC2)ccc1Cl	98	-8	115	x	99	1	100	5

Remaining list, next part:
structure	LAP4 TOR yeast	procasp3 activ	CR mimetic SO	JMJD2C inh	MEP2-GFP yeast	AHR act	RPL19A-GFP yeast	procasp7 counter
CC(/C=N/Nc1nnc2c(n1)[nH]c1ccccc12)=C\c1ccco1	96	1	105	2	101	73*	98	0
Cc1[nH]n(-c2ccccc2)c(=O)c1C(=O)Nc1ccccc1	87	9	106	-7	95	2	92	-1
Cc1cc2nnc(SCC(=O)N3CCN(c4ccccc4)CC3)n2c(N)n1	96	-3	98	2	108	1	99	0
Cc1cc(C(=O)OCC(=O)N2CC(=O)Nc3ccccc32)c(C)n1-c1ccccc1	117	4	104	7	93	5	92	-2
O=C(Nc1ccc2nc(-c3cccs3)[nH]c2c1)c1ccco1	96	4	104	17	98	-3	97	-2
CN(C1CCCCC1)S(=O)(=O)c1ccc2c(c1)c(=O)c(C(=O)NCCN1CCCC1)cn2C	104	0	99	-2	95	-1	98	5
COc1ccccc1CNC(=O)N1CCN(S(=O)(=O)c2ccccc2)CC1	99	-2	88	7	98	2	99	5
CCOc1cc2c3c(c1)C(C)=CC(C)(C)N3C(=O)C2=O	109	2	95	-8	112	7	110	4

AHR act: what is marked active above
Structure	LAP4 TOR yeast	procasp3 activ	JMJD2C inh	MEP2-GFP yeast	AHR act	RPL19A-GFP yeast
CC(/C=N/Nc1nnc2c(n1)[nH]c1ccccc12)=C\c1ccco1	96	1	2	101	73*	98

Taken from above for reference:
structure	LAP4 TOR yeast	procasp3 activ	CR mimetic SO	JMJD2C inh	MEP2-GFP yeast	AHR act	RPL19A-GFP yeast	procasp7 counter
COc1ccccc1CNC(=O)N1CCN(S(=O)(=O)c2ccccc2)CC1	99	-2	88	7	98	2	99	5
CCOc1cc2c3c(c1)C(C)=CC(C)(C)N3C(=O)C2=O	109	2	95	-8	112	7	110	4

Going on with the list.
structure	LAP4 TOR yeast	procasp3 activ	CR mimetic SO	JMJD2C inh	MEP2-GFP yeast	AHR act	RPL19A-GFP yeast	procasp7 counter
CN(C(=O)CSc1nnc(-c2ccccc2)o1)c1c(N)n(Cc2ccccc2)c(=O)[nH]c1=O	96	9	102	-4	101	2	98	4
O=C1NC(=O)C(c2ccc(F)cc2)N1 (centres undefined)	96	-4	101	10	100	0	102	-1
Cc1ccc(C(=O)NNC(=O)C2CCN(C(=O)OC(C)(C)C)CC2)cc1	80	2	93	-18	86	-3	96	-1
CCO[C@H]1OC(C(=O)NCc2nc3ccccc3[nH]2)=C[C@@H](C2CC2)[C@@H]1CCCO	99	4	104	-5	102	1	97	-4
O=C(Cc1ccc(Br)cc1)NC1CCCCC1	103	0	i	13	102	7	109	-12
O=[N+]([O-])c1ccc(O)c(Nc2ncnc3ccccc23)c1	105	8	100	-5	102	25	90	2
O=c1[nH]c(C2CCN(S(=O)(=O)c3ccc4c(c3)OCCO4)CC2)nc2c1nnn2Cc1ccccc1F	95	-2	122	-11	127	1	79	-4
COc1ccc(Cl)cc1NC(=O)C(C)OC(=O)C1=NNC(=O)CC1 (centres undefined)	115	-7	88	2	105	0	107	7

More results follow.
structure	LAP4 TOR yeast	procasp3 activ	CR mimetic SO	JMJD2C inh	MEP2-GFP yeast	AHR act	RPL19A-GFP yeast	procasp7 counter
CCCCNC(=O)c1nc2ncc(Br)cn2n1	91	-4	95	-3	96	4	93	9
CCN1C(=O)c2cccc3c(S(=O)(=O)NCCCN4CCOCC4)ccc1c23	90	-11	104	3	100	0	100	-4
COCCSc1ccccc1C(=O)Nc1nncs1	95	6	83	4	99	9	100	3
Cc1cccc(OCC(=O)Nc2ccc3c(c2)nc(CCN2CCN(C)CC2)n3C)c1	109	11	172	-2	106	-3	101	-12

Screening results as filed in PubChem.
